# Rab9 prom act: qHTS Assay for Rab9 Promoter Activators; AID 485297, 2010; Huh7 Rab9 promoter-luciferase reporter, luminescence, 24 h; 320,000 tested, 2.8% active; Potency, µM (series often up to 9.22 µM), inactives show top-dose activation, negative = inhibition, usual class: activators; also: potency is read from the fitted curve at half-maximal effect; % of control where 0% means no effect; nearly all actives have a fitted effect of over 60% in size
#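 Luminescence read-out: Huh7 cells stably expressing Rab9-luciferase, treated 24 h with compound at 37 °C, then lysed with luciferase reagent for 10 min at ambient before reading.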
# NPC1 promoter act: qHTS Assay for NPC1 Promoter Activators; AID 485313, 2010; Potency, µM (doses to about 9.22 µM), without a hit: at the top dose activation, usual class: activators; 320,000 tested, 2.4% active; Huh7 NPC1 promoter luciferase reporter, 24 h;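 also: potency is read from the fitted curve at half-maximal effect; % of control where 0% means no effect; nearly all actives have a fitted effect of over 60% in size; reporter is driven by a mutant NPC1 promoter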
#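 Huh7 cells stably carrying NPC1 promoter–luciferase, plated in Opti-MEM with 10% FBS for 2 h, were exposed to compound in DMSO for 24 h at 37 °C; luciferase reagent was added for 10 min and luminescence read.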
# Mito fusion yeast: qHTS Assay for Small Molecule Inhibitors of Mitochondrial Division or Activators of Mitochondrial Fusion; S. cerevisiae fusion-defective mutant growth rescue, CellTiterGlo 48 h; Potency, µM (highest dose often 46.1 µM), inactives show top-dose growth rescue (activation), usual class: activators; 320,000 tested, 0.23% active; AID 485298, 2010;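 also: potency is read from the fitted curve at half-maximal effect; % of control where 0% means no effect; nearly all actives have a fitted effect of over 45% in size; temperature-sensitive fusion mutants such as fzo1-1 at 37 °C on non-fermentable ethanol glycerol medium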
#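 Yeast fusion mutant, YPEG (non-fermentable carbon), compound, 48 h at 37C non-permissive; CellTiterGlo added, 10 min RT, luminescence read. Rescued growth = division inhibition.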
# ELG1 DNA repair: qHTS screen for small molecules that inhibit ELG1-dependent DNA repair in human embryonic kidney (HEK293T) cells expressing luciferase-tagged ELG1 | 330,000 tested, 2.3% active | HEK293T ELG1-luciferase reporter, luminescence, 16 h; DNA damage induced by 5-fluorouridine | AID 504467, 2011 | Potency, µM (highest dose often 46.1 µM), for inactives: at the top dose activity change, negative = inhibition, most hits filed as inhibitors; also: potency is read from the fitted curve at half-maximal effect; % is scaled to controls: 0 for no effect and ±100 for the full control effect; nearly all actives have a fitted effect of over 55% in size
#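 In this reporter screen, reduction of luminescence relative to DMSO vehicle indicated activity. Compounds and 5-fluorouridine were added together to 2,000 cells per well, incubated for 16 hr at 37 °C, then developed with ONE-Glo.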
# RORg inh: qHTS for inhibitors of ROR gamma transcriptional activity; 310,000 tested, 5.4% active; Nuclear receptor ROR-gamma (Mus musculus), P51450; Drosophila S2 Gal4-RORgamma UAS-luciferase reporter, 20 h; Potency, µM (doses to about 53.6 µM), without a hit: at the top dose activity change, negative = inhibition, most hits filed as inhibitors; also: potency is read from the fitted curve at half-maximal effect; % is scaled to controls: 0 for no effect and ±100 for the full control effect; nearly all actives have a fitted effect of over 60% in size
# Target sequence (P51450 whole entry, looked up, the tested form may be a part): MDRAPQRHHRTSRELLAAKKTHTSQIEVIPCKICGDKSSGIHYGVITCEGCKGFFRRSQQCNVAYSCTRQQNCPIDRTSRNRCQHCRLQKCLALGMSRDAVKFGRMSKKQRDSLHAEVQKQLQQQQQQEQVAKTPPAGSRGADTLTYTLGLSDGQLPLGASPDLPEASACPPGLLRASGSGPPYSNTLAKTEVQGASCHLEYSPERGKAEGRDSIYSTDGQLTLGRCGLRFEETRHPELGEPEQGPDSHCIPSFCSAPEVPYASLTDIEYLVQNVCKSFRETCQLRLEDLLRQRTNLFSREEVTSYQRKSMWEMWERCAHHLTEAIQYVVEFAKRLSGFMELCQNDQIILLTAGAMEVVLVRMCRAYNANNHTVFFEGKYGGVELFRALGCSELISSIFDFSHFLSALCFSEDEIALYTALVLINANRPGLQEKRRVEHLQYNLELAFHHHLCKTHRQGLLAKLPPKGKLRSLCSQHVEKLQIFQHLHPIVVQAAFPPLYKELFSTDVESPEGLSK
#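 Read-out: Photinus luciferase luminescence; inhibitors lower reporter signal. Insect Schneider cells with Gal4-ROR gamma fusion under metallothionein promoter, UAS reporter; 700 uM final copper sulfate induction, 20 hr, ambient temperature.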
# KCNH2 3.1 inh: qHTS for Inhibitors of KCHN2 3.1: Mutant qHTS; activity change, % (tested at about 1.8 µM); AID 720553, 2013; U2OS KCNH2 3.1, thallium flux FluxOr; active compounds read low; Potassium voltage-gated channel subfamily H member 2, brain isoform KCNH2 3.1 (human); 340,000 tested, 0.95% active;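 active = maximum activity change below -70%; inconclusive = maximum activity change from -70% to -50%; inactive = maximum activity change above -50%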;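 also: thallium influx rate constant from kinetic fluorescence after stimulation buffer; % is scaled to controls: 0 for no effect and ±100 for the full control effect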
#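 FluxOr-based Tl+ influx in U2OS cells transduced with KCNH2 3.1 virus; rate constants normalized to DMSO controls.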
# FLuc counter: qHTS profiling assay for firefly luciferase inhibitor/activator using purifed enzyme and Km concentrations of substrates (counterscreen for miR-21 project); Luciferin 4-monooxygenase (Photinus pyralis), P08659; purified FLuc, Km substrates, luminescence inhibition; Potency, µM (highest dose often 57.5 µM), for the others: at the highest dose activity change, negative = inhibition, hits mostly inhibitors; 360,000 tested, 6.9% active;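 also: potency is read from the fitted curve at half-maximal effect; plate controls were vehicle for no effect and reference inhibitor for full effect; nearly all actives have a fitted effect of over 55% in size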
#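 Purified P. pyralis luciferase (10nM final) with 10uM D-luciferin and 10uM ATP (Km levels) in 50mM Tris acetate pH 7.5, 10mM Mg acetate, 0.01% Tween-20, 0.05% BSA; qHTS 6-point titration, ~60 µM downward; luminescence read.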
# VP16 counter: VP16 counterscreen qHTS for inhibitors of ROR gamma transcriptional activity | AID 2546, 2010 | 310,000 tested, 3.5% active | Potency, µM (series often up to 53.6 µM), for inactives: top-dose activity, negative = inhibition, actives largely listed as inhibitors | Drosophila S2 Gal4-VP16 UAS-luciferase, luminescence, 20 h;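 also: Gal4-VP16 expression switched on by copper sulfate through the metallothionein promoter; potency is read from the fitted curve at half-maximal effect; % is scaled to controls: 0 for no effect and ±100 for the full control effect; nearly all actives have a fitted effect of over 50% in size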
# MBNL1 CUG block: qHTS Assay for Inhibitors of MBNL1-poly(CUG) RNA binding; TR-FRET MBNL1-His/biotin-(CUG)12 binding, 665/545 ratio; Potency, µM (series often up to 57.5 µM), for the others: top-dose activity change, negative = inhibition, actives largely listed as inhibitors; Muscleblind-like protein 1 (Homo sapiens), Q9NR56; 280,000 tested, 0.036% active; active = well fitted inhibition curve with a large enough effect in the signal ratio, with a control signal flat, not every such curve was filed as active; inconclusive = small, poorly fitted or top-dose-only effect, or effect the other way, or a change in a side signal; inactive = no such curve, though single readings can be large or run the other way; the % refers to the signal ratio; also: potency is read from the fitted curve at half-maximal effect; % is scaled to controls: 0 for no effect and ±100 for the full control effect
#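 Compounds (final 92 nM to 58 uM) are added to His-tagged MBNL1 and biotin-(CUG)12, then terbium anti-His antibody and streptavidin-XL665 (5 nM final). After 60 min at room temperature, the 665/545 nm ratio is read.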
# PKM2 act: qHTS Assay for Activators of Human Muscle isoform 2 Pyruvate Kinase; 260,000 tested, 0.34% active; Potency, µM (highest dose often 57.5 µM), for the others: top-dose activation, usual class: activators; Pyruvate kinase PKM (Homo sapiens), P14618; purified PKM2, Kinase-Glo ATP luminescence, activation; response scale: 0% is enzyme alone, no compound; AID 1631, 2009; also: potency is read from the fitted curve at half-maximal effect; % is scaled to controls: 0 for no effect and ±100 for the full control effect; nearly all actives have a fitted effect of over 55% in size
# Target sequence (P14618 whole entry, looked up, canonical isoform): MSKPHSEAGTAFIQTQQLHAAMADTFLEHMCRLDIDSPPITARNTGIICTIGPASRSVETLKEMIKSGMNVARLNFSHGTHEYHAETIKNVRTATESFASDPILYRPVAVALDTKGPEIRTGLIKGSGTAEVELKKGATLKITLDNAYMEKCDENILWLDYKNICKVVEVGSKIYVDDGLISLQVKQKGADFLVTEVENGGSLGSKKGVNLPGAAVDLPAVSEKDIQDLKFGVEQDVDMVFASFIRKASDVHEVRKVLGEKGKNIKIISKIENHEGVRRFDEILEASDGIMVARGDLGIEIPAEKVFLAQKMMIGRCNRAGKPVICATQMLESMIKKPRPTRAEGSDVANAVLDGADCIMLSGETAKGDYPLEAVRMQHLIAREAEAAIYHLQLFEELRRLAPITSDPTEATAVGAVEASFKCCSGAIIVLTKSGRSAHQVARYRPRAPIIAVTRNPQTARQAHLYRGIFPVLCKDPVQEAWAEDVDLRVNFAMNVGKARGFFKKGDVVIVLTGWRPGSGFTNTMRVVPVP
#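 Purified hPK-M2 (>95% pure) converted ADP (0.1 mM final) to ATP with 0.5 mM PEP in 50 mM imidazole pH7.2, KCl, MgCl2, Tween 20, BSA; 1 h at room temperature. ATP detected by Kinase-Glo luminescence.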
# Menin-MLL TR inh: qHTS Assay for Inhibitors Targeting the Menin-MLL Interaction in MLL Related Leukemias: Competition With Texas Red Labeled MLL-derived Mutant Peptide. Menin + Texas Red MLL mutant peptide, fluorescence polarization. 270,000 tested, 0.23% active. Potency, µM (top dose mostly 61.6 µM), for inactives: top-dose FP activity change, negative = inhibition, hits mostly inhibitors; active = well fitted inhibition curve with a large enough effect in the polarisation, with a control signal flat, not every such curve was filed as active; inconclusive = small, poorly fitted or top-dose-only effect, or effect the other way, or a change in a side signal; inactive = no such curve, though single readings can be large or run the other way; the % refers to the polarisation; also: potency is read from the fitted curve at half-maximal effect; % of control where 0% means no effect; many of its hits are not listed in these tables
# Starred values were filed as active, the others as inactive; ? = inconclusive; · = not tested or not shown; & = joins results of further samples; [ ] = remark or other dose. Unless noted, calls follow the shape of the dose curve; as a rule, active = well fitted curve in the direction sought with a large enough effect; inconclusive = small, poorly fitted or top-dose-only effect, or another doubt; inactive = no such curve, though single readings can be large; an effect the other way counts as inactive or inconclusive. This is a subset; rates above refer to the full screens.
SMILES,Rab9 prom act,NPC1 promoter act,Mito fusion yeast,ELG1 DNA repair,RORg inh,KCNH2 3.1 inh,FLuc counter,VP16 counter,MBNL1 CUG block,PKM2 act,Menin-MLL TR inh
O=C(Cn1c(=O)oc2ccccc21)NC(=O)NCc1ccccc1,-6.2%,-4.0%,1.3%,-11.1%,41.5%,8.7,-1.5%,-4.6%,3.1%,-1.6%,20.8%
CCC(=O)N1c2ccc(S(=O)(=O)CCC(=O)N3CCn4c3nc3ccccc34)cc2CC1C (centres undefined),-2.2%,-4.8%,0.0%,-12.5%,-10.3%,25.0,-1.2%,-1.5%,-7.5%,-0.8%,0.8%
COc1cc(C)ccc1OCCOCCOc1ccc(C)cc1[N+](=O)[O-],-1.8%,-4.1%,6.9%,10.9%,5.8%[10 µM],4.2,-15.9%,-3.5%,·,-0.7%,3.1%
O=C(C1CCN(S(=O)(=O)c2cccc3nsnc23)CC1)N1CC=C(c2ccccc2)CC1,-3.4%,-1.6%,4.8%,18.4µM*,?,6.9,-9.1%,-6.1%,?,-1.9%,·
O=C(CCCCCN1C(=O)c2ccccc2C1=O)Oc1ccc2c3c(c(=O)oc2c1)CCC3,0.2%,-2.6%,1.2%,?,-28.2%,1.9,1.3%,-16.6%,?,-0.4%,-15.3%
O=C(CCC(=O)NNC(=O)COc1ccc(Br)cc1)NCc1ccccc1,0.4%,-9.7%,-7.3%,6.1%,-18.3%,26.0,5.0%,2.5%,8.0%,-1.1%,0.4%
CCOc1cccc(NC(=O)C2CCCN(S(=O)(=O)c3ccc(OC)cc3)C2)c1 (centres undefined),-6.4%,-10.6%,11.5%,23.1µM*,18.0%,-4.3,-0.8%,7.9%,5.4%,11.0%,15.3%
COc1ccc(OCC(=O)Nc2ccccc2-c2ccccc2)cc1,-0.5%,-0.1%,-3.1%,1.3%,-16.9%,-5.4,0.1%,-13.2%,-9.0%,1.1%,0.8%
Cc1ccc(C(C)C)cc1OCCn1cncn1,-3.5%,5.7%,-2.7%,2.9%,5.7%,1.9,-0.8%,-4.7%,-1.1%,2.9%[11.5 µM],-22.1%
O=C1c2cccnc2C(=O)N1Cc1cccs1,1.3%,0.3%,-2.3%,11.7%,-35.1%,6.1,0.4%,-4.6%,?,-1.2%,4.9%[11.7 µM]
COc1ccc(CNC(=O)/C(C#N)=C2\N=C(NC(=O)c3cccs3)c3ccccc32)cc1,-2.6%,0.8%,-2.7%,-9.7%,33.2%,16.9,-0.1%,-0.4%,?,21.1%,2.6%
O=C(Nc1cccc(C(F)(F)F)c1)Oc1ccc(Cl)c2cccnc12,-13.0%,-10.8%,-55.2%[inhibitor],?,0.501µM*,-4.3,-12.8%,1µM*,-2.8%,-3.3%,?
Cc1ccc(S(=O)(=O)N2CCN(S(=O)(=O)N3CCOCC3)CC2)cc1C,1.0%,-1.0%,-1.8%,14.9%,-24.6%,11.5,1.7%,12.6%,1.9%,10.0%,1.1%
CCOC(=O)C(Cc1ccccc1)NC(=O)CCc1nnc2ccc(N3CCOCC3)nn12 (centres undefined),2.6%,-0.1%,1.1%,10.4%,-13.5%,0.0,3.4%,-0.8%,-8.1%,·,-0.3%
COCCNC(=O)c1ccccc1NC(=O)Cc1ccccc1[N+](=O)[O-],5.9%,6.8%,-1.1%,-11.9%,-32.2%,-8.5,0.9%,-3.7%,4.1%,-0.2%,-6.9%
O=S(=O)(NCCc1ccncc1)c1ccccc1,0.8%,1.6%,2.0%,6.8%,4.4%,0.5,2.4%,-5.2%,3.5%,-11.2%,-12.4%
Cc1ccc(C(=O)N2CCN(c3ccc(C(F)(F)F)cn3)CC2)c(C)c1,-12.7%,-0.8%,10.0%,-5.1%,16.9%,-4.5,4.6%,-13.8%,-4.3%,-9.8%,·
CCn1c(C)nc2cc(C(=O)NNC(=O)c3ccc(Cl)nc3)ccc21,-5.1%,-3.0%,-1.2%,10.3%,?,-4.9,-15.3%,20.7%,5.3%,7.6%,-7.0%
CN(C)Cc1cccc([N+](=O)[O-])c1O,-0.3%,-0.8%,-3.2%,10.4%,21.4%,-2.7,-0.8%,-3.1%,7.0%,-3.7%,·
CC(=O)c1sc(NC(=O)CCN2C(=O)C3CC=CCC3C2=O)nc1-c1ccccc1 (centres undefined),2.8%,1.1%,-3.8%,-10.9%,·,-16.2,·,·,·,·,·
COc1cc(CNCC(O)c2ccccc2)ccc1OCc1ccc(Cl)nc1 (centres undefined),3.4%,-0.2%,-3.0%,20.1%,23.8%,-16.9,1.3%,3.4%,-3.2%,3.0%,-24.2%
CN1CCN(CCCNC(=O)CCN2C(=O)COc3ccccc32)CC1,-5.4%,2.1%,-4.8%,?,-13.2%,-8.8,0.5%,-5.6%,0.8%,·,·
COc1cccc(OCC(=O)N(C)Cc2nc(-c3cccc(C)c3)no2)c1,-0.7%,2.1%,9.1%,-15.2%,0.4%,4.7,1.1%,-15.5%,-0.2%,4.7%,8.8%
O=C(Cc1n[nH]c(=O)c2ccccc12)NCc1ccccn1,·,·,-5.3%,·,9.0%,-4.2,0.7%,11.5%,-6.8%,-1.1%,-12.1%
CCOC(=O)c1cnc(SCC(=O)NNC(=O)c2ccco2)nc1N,-4.9%,-5.1%,4.7%,-4.6%,28.8%,17.3,2.7%,-5.4%,-1.1%,6.9%,2.8%
CCOC(=O)C1=C(N)Oc2c(oc(CO)cc2=O)C1c1c(F)cccc1Cl (centres undefined),3.7%,0.0%,-1.0%,?,-23.4%,-4.5,-1.2%,-0.7%,-3.6%,-0.4%,5.4%
CCCC(=O)N1CCN(c2ccc([N+](=O)[O-])cc2Cl)CC1,-2.7%,-3.6%,16.3%,-7.3%,?,-14.0,-2.1%,-6.7%,?,0.1%,-13.7%
O=C(N/N=C/c1ccccc1C(=O)O)c1ccccc1Br,16.8%,-0.2%,-6.7%,0.1%,16.6%,14.3,?,8.8%,1.1%,-3.6%,9.3%
CC1CCCCN1S(=O)(=O)c1ccc(S(=O)(=O)N2CCCC2)cc1 (centres undefined),-4.9%,-4.3%,4.3%,-15.8%,3.2%,1.9,2.0%,3.6%,-1.7%,·,·
c1ccc(-c2c3ccccc3nc3[nH]c4ccccc4c23)cc1,-2.3%,-0.2%,4.4%,4.6%,11.2µM*,-10.0,-22.0%,?,23.7%,-4.5%&0.7%,6.6%&-19.5%
Cc1nn2c(NCCCN(C)C)c3c(nc2c1-c1ccccc1)CCCC3,-4.8%,-3.6%,-3.2%,0.0%,?,-1.6,1.9%,3.3%,-17.5%,-9.9%,·
O=C(NCc1ccco1)c1cccc(S(=O)(=O)N2CCCC2)c1,1.6%,-6.0%,16.1%,4.5%,0.5%,-2.4,-1.3%,8.1%,-5.0%,·,-20.9%
Cc1ccccc1OCCNC(=O)c1ccc2ccccc2n1,3.16µM*,?,?,?,-3.5%,1.5,4.78µM*,2.2%,·,-2.2%,-3.7%
O=c1nc(N(c2ccccc2)c2ccccc2)[nH]c(=O)[nH]1,-3.4%,-1.8%,-5.6%,-10.0%,?,9.3,-0.6%,1.3%,2.4%,-3.2%,-0.1%
CN(C)C(=O)CCC(=O)N(C)CC1CCCN(CCc2ccc(F)cc2)C1 (centres undefined),8.0%,0.8%,-1.7%,?,-7.0%,-41.8,-0.1%,-6.6%,-2.3%,2.7%,-19.0%
COc1ccc(C(=O)N/C(=C\c2ccccc2)C(=O)Nc2ccc(C(=O)NCC(=O)O)cc2)cc1,2.6%,-4.3%,1.6%,-4.2%,14.6%[1.91 µM],2.9,-0.5%,-5.0%,-2.4%,3.0%,5.7%
CCCNC(=O)c1c(NC(=O)C2COc3ccccc3O2)sc2c1CCCC2 (centres undefined),-1.7%,-4.7%,0.9%,?,-3.0%,5.1,2.7%,-7.5%,90.3%[activator],3.7%,9.4%

# Compound activity: PubChem BioAssay, National Center for Advancing Translational Sciences (NCATS)
